aGal spleen mod – inhibits or activates alpha-galactosidase in human spleen homogenate | P06280 | Potency, µM (series often up to 80 µM), without a hit: at the top dose activity change, negative = inhibition, hits mostly inhibitors | hit rate 0.008% among 240,000 | AID 2107 | human spleen homogenate, 4MU-alpha-Gal fluorescence, 40 min;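 further: 0% = enzyme with vehicle and -100% = no enzyme basal signal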
Target sequence (P06280 32-429 limits assumed): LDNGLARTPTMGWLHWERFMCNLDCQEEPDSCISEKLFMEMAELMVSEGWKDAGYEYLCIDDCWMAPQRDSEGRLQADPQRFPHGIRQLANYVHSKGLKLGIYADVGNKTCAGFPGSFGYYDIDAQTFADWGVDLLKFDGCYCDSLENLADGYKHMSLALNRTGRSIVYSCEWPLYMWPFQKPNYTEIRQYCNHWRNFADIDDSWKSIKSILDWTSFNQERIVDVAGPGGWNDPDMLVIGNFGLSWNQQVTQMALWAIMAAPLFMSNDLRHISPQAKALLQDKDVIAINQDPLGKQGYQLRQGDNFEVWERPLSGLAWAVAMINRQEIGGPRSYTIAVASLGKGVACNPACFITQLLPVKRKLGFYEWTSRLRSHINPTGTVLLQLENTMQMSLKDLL
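qHTS titration in buffer at pH 5.0. Alpha-galactosidase activity in spleen homogenate was measured via 4-methylumbelliferone release from 1 mM fluorogenic substrate after 40 min at 37C and a pH 10 stop. AC50 came from Hill fits of control-normalized data.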
GAA inh – blocks human lysosomal alpha-glucosidase. purified human GAA, 4-MU-alpha-glucoside fluorescence. P10253. Potency, µM (highest dose often 76.9 µM), without a hit: top-dose activity change, negative = inhibition, usual class: inhibitors. hit rate 0.005% among 200,000;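 further: plate controls were uninhibited enzyme wells for no effect and no-enzyme background for full effect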
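Compounds are titrated up to 77 uM against 4 nM human enzyme. Substrate 4-methylumbelliferyl-alpha-D-pyranoside (400 uM) reacts 20 min at room temperature in pH 5.0 buffer; liberated 4-methylumbelliferone is read at 440 nm.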
GAA glycogen – inhibitors or activators of human alpha-glucosidase glycogen cleavage; P10253; recombinant GAA, glycogen substrate, Amplex Red glucose oxidase fluorescence; Potency, µM (highest dose often 76.4 µM), for the others: at the top dose activity change, negative = inhibition, hits mostly inhibitors; hit rate 0.38% among 300,000;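 further: 0% = full enzyme reaction and -100% = no-enzyme basal signal; the screen sought inhibitors and activators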
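Recombinant enzyme (4 nM final) with compounds titrated up to 77 uM and bovine liver glycogen (30 ug) in citrate pH 5.0, 0.01% Tween-20, 37 C 40 min. Released glucose detected by Amplex Red/glucose oxidase (Ex 573/Em 610); AC50 from Hill fits.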
Tau FP inhib – blocks human tau fibril formation measured by polarization; P10636; K18 P301L tau heparin fibrillization, Alexa594 FP, 6 h; Potency, µM (top dose mostly 57.7 µM), without a hit: at the top dose activity, negative = inhibition, actives largely listed as inhibitors; hit rate 0.39% among 280,000; further: on the % scale 0 is the no-effect control and ±100 the full control effect; nearly all actives have a fitted effect of over 55% in size
Target sequence (P10636 561-689 P618L limits assumed): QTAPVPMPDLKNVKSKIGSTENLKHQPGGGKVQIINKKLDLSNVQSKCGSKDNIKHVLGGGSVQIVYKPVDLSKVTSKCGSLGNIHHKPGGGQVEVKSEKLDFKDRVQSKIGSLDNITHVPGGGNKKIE
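Human tau K18 […] P301L fragment, 15 uM unlabeled plus 0.24 uM Alexa 594-labeled tau (final), with compound and 20 uM heparin in 100 mM sodium acetate pH 7; 6 hr at 37 C, then Alexa 594 FP read.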
aGlu spleen mod – inhibitors or activators of human alpha-glucosidase in spleen homogenate; P10253; human spleen homogenate, 4-MU-alpha-glucoside fluorescence; Potency, µM (doses to about 79.9 µM), without a hit: at the top dose activity change, negative = inhibition, actives largely listed as inhibitors; hit rate 0.006% among 240,000; AID 2112;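 further: 0% = enzyme with vehicle and -100% = no enzyme basal signal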
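Enzyme source: human spleen homogenate, 1 ug/well. Buffer 50 mM citric acid/K phosphate pH 5.0, 0.01% Tween-20. 4-MU-alpha-glucoside 1 mM; 37 C x 40 min; NaOH/glycine stop; fluorescence.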
Tau fluor cs – counter-screen for tau fibril formation inhibitors; hit rate 0.93% among 280,000; Potency, µM (top dose mostly 57.7 µM), for inactives: at the top dose activity change, negative = decrease; tau K18 P301L Alexa594 fluorescence, heparin fibrillization; further: on the % scale 0 is the no-effect control and ±100 the full control effect; nearly all actives have a fitted effect of over 55% in size
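Human K18 P301L tau (15 uM unlabeled plus 0.24 uM Alexa 594-labeled, final) in 100 mM sodium acetate pH 7 was mixed with compound and 20 uM heparin and incubated 6 hr at 37 C.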
Tau ThT inhib – inhibitors of human tau fibril formation, thioflavin T binding. recombinant tau K18 P301L, heparin-induced fibrillization, ThT fluorescence. Potency, µM (titrated, usually from 57.4 µM), without a hit: at the highest dose activity, negative = inhibition, actives largely listed as inhibitors. hit rate 2.1% among 270,000. AID 1460; further: on the % scale 0 is the no-effect control and ±100 the full control effect; nearly all actives have a fitted effect of over 55% in size
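Fibril formation assay: tau K18 P301L at 15 uM with trace Alexa 594 label, heparin inducer 20 uM, pH 7 sodium acetate buffer, 37 C for 6 hr; endpoint ThT signal.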
HTT cytoprotect – protects HTT-Q103 PC12 cells, measured by ATP. PC12 HTT-Q103 induced, cytoprotection, ATP luminescence, 40 h. Potency, µM (doses to about 56.4 µM), for inactives: cytoprotection (ATP increase), actives largely listed as activators. hit rate 0.14% among 230,000. AID 1471;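 further: % of control where 0% means no effect; nearly all actives have a fitted effect of over 45% in size; toxic huntingtin expression switched on by the ecdysone agonist tebufenozide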
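PC12 cells stably carrying ecdysone-inducible Htt exon 1 (Q103)–GFP were induced with 100 nM tebufenozide (final) alongside library compounds in a dose series. Cytoprotection was scored as retained ATP by ATPlite luminescence.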
An asterisk follows results filed as active; u = inconclusive; x = no result given; & = joins results of further samples; [ ] = remark or other dose. The call rests on the fitted dose curve; in most records, active means well fitted curve in the direction sought with a large enough effect; inconclusive means small, poorly fitted or top-dose-only effect, or another doubt; inactive means no such curve, though single readings can be large; an effect the other way counts as inactive or inconclusive. Potency means the concentration at half of the fitted maximal effect.

SMILES	aGal spleen mod	GAA inh	GAA glycogen	Tau FP inhib	aGlu spleen mod	Tau fluor cs	Tau ThT inhib	HTT cytoprotect
O=C1Nc2ccccc2C1(O)C/C(=N/O)c1ccccc1 (stereo unspecified)	2%	1%	-5%	-2%	7%	5%	8%	x
CCOC(=O)C1=C(N)N2C(=O)CSC2=C(C(=O)OC)C1	11%	-11%	-14%	-1%	-3%	2%	-12%	14%
Cc1ccc(OCC(=O)NCc2cccs2)cc1	-1%	-1%	5%	-5%	-15%	-10%	-10%	-3%
Cn1c2ccccc2c2cc(C(=O)NNS(=O)(=O)c3ccc(F)cc3)sc21	-2%	9%	u	6%	-7%	-26%	-26%	14%[10 µM]
Cc1nc2cc(-c3sccc3-n3cccc3)nn2c(C)c1C	-9%	2%	12%	-1%	-8%	-11%	u	-87%[inhibitor]
O=C(Cn1cc(C(=O)C2CCCCC2)c2ccccc21)NCC1CCCO1 (stereo unspecified)	-2%	-4%	7%	-3%	2%	-5%	7%	3%
COc1ccc(-c2cc(C(=O)N3CCN(c4ccc(F)cc4)CC3)no2)cc1OC	x	x	1%	-9%	x	-11%	-11%	x
O=C1C2=C(SCCS2)C(=O)N1CCCO	-6%	-17%	2%	-8%	-3%	0%	8%	-11%
CCc1ccc(OCc2nc(-c3ccc(-n4cccc4)cc3)no2)cc1	x	x	-5%[76.3 µM]	-1%	x	-8%	-11%	x
CC/C=C\C/C=C\C/C=C\C/C=C\C/C=C\C/C=C\CCC(=O)NCC(=O)O	0%	x	x	8%	0%	4%	-4%	-26%

Among those listed so far, these contain a halogen:
SMILES	aGal spleen mod	GAA inh	GAA glycogen	Tau FP inhib	aGlu spleen mod	Tau fluor cs	Tau ThT inhib	HTT cytoprotect
Cn1c2ccccc2c2cc(C(=O)NNS(=O)(=O)c3ccc(F)cc3)sc21	-2%	9%	u	6%	-7%	-26%	-26%	14%[10 µM]
COc1ccc(-c2cc(C(=O)N3CCN(c4ccc(F)cc4)CC3)no2)cc1OC	x	x	1%	-9%	x	-11%	-11%	x

The results go on.
SMILES	aGal spleen mod	GAA inh	GAA glycogen	Tau FP inhib	aGlu spleen mod	Tau fluor cs	Tau ThT inhib	HTT cytoprotect
COc1cccc(C2C(C#N)=C(N)N(c3ncn[nH]3)C3=C2C(=O)CCC3)c1 (stereo unspecified)	-2%	4%	-6%	-2%	-2%	0%	1%	x
COC(=O)c1sc2ncn(CC(=O)NCCc3ccc(OC)c(OC)c3)c(=O)c2c1C	-9%	0%	-8%	-13%	-7%	-14%	-12%	-12%[10 µM]
Cc1cc(C)cc(OCC(=O)Nc2ccc(-c3nc4ccccc4o3)cc2)c1	x	x	16%[76.3 µM]	-3%	x	-9%	u	x
CCOC(=O)N1CCN(C(=O)CSCC(=O)Nc2nc(-c3cccs3)cs2)CC1	12%	-14%	5%	6%	-8%	-12%	u	12%[10 µM]
Cc1cccn2c(NC(=O)c3cccs3)c(-c3ccccc3)nc12	-5%	-1%	-7%	1%	-3%	2%	-3%	10%[10 µM]
Cc1ccc(-c2nn(CCC(=O)Nc3ccc(Cl)c(Cl)c3)c(=O)c3ccccc23)cc1	x	x	4%[76.3 µM]	-24%	x	-29%	-2%	x
NS(=O)(=O)c1ccc(NC(=O)c2ccc(S(=O)(=O)N3CCc4ccccc43)cc2)cc1	-13%	-12%	-4%	u	5%	u	-3%	-15%
O=C(NCCN1CCN(Cc2ccccc2)CC1)C1CC(=O)N(C2CCCC2)C1 (stereo unspecified)	11%	3%	7%	-3%	2%	-2%	-10%	-13%
CCOC(=O)N1CCC(NC(=O)CCc2c(C)nc3ncnn3c2C)CC1	2%	6%	5%	0%	5%	-1%	-10%	-12%
CC1CCc2c(sc3nc(-c4cc5ccccc5oc4=O)nc(Cl)c23)C1 (stereo unspecified)	x	x	-6%[76.3 µM]	8%	x	-14%	u	x
CCCCNC(=S)N(C)N=C1CCC(c2ccccc2)CC1 (stereo unspecified)	-3%	-4%	u	-16%	-2%	-21%	u	0%[10 µM]
O=C(NNC(=O)c1sc2cccc(Cl)c2c1Cl)Nc1ccccc1	-1%	-8%	1%	u	5%	-13%	-9%	9%
COC(=O)c1ccc(-c2nc(-c3cccs3)no2)cc1	7%	-2%[15.4 µM]	-7%	-2%	-17%	-12%	u	-22%
COC(=O)c1ccc(COC(=O)c2ccc(S(=O)(=O)N3CCC(C)CC3)cc2)o1	3%	-9%	0%	-9%	7%	-16%	-14%	9%
CCOC(=O)c1cc(C(=O)OCC)c(=O)[nH]c1N1CCCCC1	-1%	-10%	-10%	-4%	x	-1%	1%	-31%
O=C(COC(=O)/C=C/c1ccc2c(c1)OCO2)NC1CC1	3%	-16%	-2%	5%	-3%	11%	9%	-3%[10 µM]
Cc1ccc2onc(CC(=O)Nc3cccc(C(F)(F)F)c3)c2c1	x	x	8%[76.3 µM]	-4%	x	-2%	-2%	x
CCOc1ccc(/C=N/OCC(=O)NCc2ccc3c(c2)OCO3)cc1OC	1%	1%	-5%	-1%	-5%	-10%	-10%	10%[10 µM]
CC(NC(=O)NC(=O)c1ccc(Cl)cc1Cl)C1CC1 (stereo unspecified)	7%	3%	-3%	0%	1%	-1%	1%	-97%[inhibitor]
Cc1cc(C(=O)N/N=C/c2ccc(O)c([N+](=O)[O-])c2)n[nH]1	0%	-8%	-2%	-5%	-25%	-7%	u	6%[10 µM]

Compound profiles (already shown).
COc1cccc(C2C(C#N)=C(N)N(c3ncn[nH]3)C3=C2C(=O)CCC3)c1 (stereo unspecified) is listed with aGal spleen mod = -2%; GAA inh = 4%; GAA glycogen = -6%; Tau FP inhib = -2%; aGlu spleen mod = -2%; Tau fluor cs = 0%; Tau ThT inhib = 1%; HTT cytoprotect = x
Cn1c2ccccc2c2cc(C(=O)NNS(=O)(=O)c3ccc(F)cc3)sc21 is listed with aGal spleen mod = -2%; GAA inh = 9%; GAA glycogen = u; Tau FP inhib = 6%; aGlu spleen mod = -7%; Tau fluor cs = -26%; Tau ThT inhib = -26%; HTT cytoprotect = 14%[10 µM]

Going on with the list:
SMILES	aGal spleen mod	GAA inh	GAA glycogen	Tau FP inhib	aGlu spleen mod	Tau fluor cs	Tau ThT inhib	HTT cytoprotect
Cc1nn(Cc2cccc(F)c2)c(C)c1NC(=O)c1c([N+](=O)[O-])c(C)nn1C	10%	10%	3%	3%	-2%	-1%	-5%	32%
CCCCCCNS(=O)(=O)c1ccc(OC)c(OC)c1	-1%	-4%	14%	-3%	5%	-8%	-7%	-1%
CCCCn1c(SCn2nnc3ccccc3c2=O)nc2cc(C(=O)OC)ccc2c1=O	5%	6%	10%	3%	2%	-1%	1%	-4%
C/C(=N\NC(N)=O)C1(C)CCCCC1	12%	3%	-2%	-3%	-20%	-6%	-13%	10%
COc1cccc(-c2nnc3sc(-c4cccs4)nn23)c1	-20%	5%	-10%	-9%	-8%	-2%	3%	-20%
COCCCNC(=O)c1cc(Sc2ccc(F)cc2)nc2ccccc12	4%	-2%	-11%	5%	0%	-12%	-5%	22%[10 µM]
COc1ccc(C2OC(=O)CC2C(=O)NCc2ccc(C)cc2)cc1OC (stereo unspecified)	-4%	u	0%	-1%	2%	-3%	-2%	-15%
Cc1cccc(N2CCN(C(=O)CN(C)S(=O)(=O)c3ccc4c(c3)CCC(=O)N4)CC2)c1C	6%	-11%	-4%	u	10%	-18%	-27%	-42%[inhibitor]
COc1ccc(-n2c(Cc3cccn3C)nnc2SCC(=O)Nc2cccc(C)c2C)cc1	-4%	11%	-8%	1%	-1%	-10%	u	-1%
COc1cc2c(cc1OC)C(c1ccc(Cl)cc1)N(c1ccc(C)c(F)c1)C(=O)C2 (stereo unspecified)	x	x	5%[76.3 µM]	5%	x	-11%	u	x
COc1ccc2c(c1)sc1ncc(C(=O)NCc3ccc(OC(C)C)cc3)c(=O)n12	x	x	-1%[76.3 µM]	-6%	x	-9%	4%	x
COC(=O)c1cccc(C23CC4(C2)[C@H](CN(Cc2cccnc2)[C@@H]4c2ccccc2)C3c2ccc(Cl)nc2)c1 (stereo partly specified)	-7%&8%	x	-3%	6%&-13%	-13%&-9%	-6%&-4%	-14%&-8%	-49%
CCNc1nc(NC(C)C)nc(NS(=O)(=O)c2ccc(Cl)cc2)n1	2%	-24%	10%	2%	-3%	1%	3%	2%
Cc1[nH]c2ccccc2c1C(=O)NS(=O)(=O)Nc1ccccc1	4%	-7%	4%	6%	3%	11%	7%	x
Cc1ccsc1/C=C1\SC(N)=NC1=O	-15%	-4%	-1%	6%	-10%	-5%	u	-1%
O=C(C1CCN(S(=O)(=O)c2ccc(Br)s2)CC1)N1CCN(c2cccc(C(F)(F)F)c2)CC1	x	x	-14%[76.3 µM]	9%	x	-26%	-20%	x
COc1ccc(-n2cc(-c3ccccc3)[n+]3c2CCCCC3)cc1	-15%	-1%	2%	3%	1%	4%	1%	-2%[10 µM]
O=C(Nc1nnc(C2CC2)s1)c1cc([N+](=O)[O-])ccc1N1CCCCC1	0%	-9%	3%	13%	-3%	-10%	-8%	-8%[10 µM]
N#CC1=C(N)Oc2cc(Nc3ccccc3)ccc2C1c1ccncc1 (stereo unspecified)	4%	-1%	-25%	13%	-7%	u	u	-13%
O=C(NC1CCCC1)c1ccc(CSc2nc3cccnc3n2Cc2ccccc2F)cc1	x	x	3%[76.3 µM]	5%	x	-10%	-2%	x
Cc1cc(C)c2c(N)c(C(=O)N/N=C/c3cccs3)sc2n1	6%	x	-2%	6%	1%	-11%	x	-3%[10 µM]
